CHRM4 PAM = potentiates acetylcholine response at human M4 receptor. actives 0.4% (n = 360,000). CHO-K1 hM4/Gqi5, Fluo-8 calcium fluorescence, ACh EC20; 0% = ACh EC20, 100% = maximal ACh. activation, % at 3 µM;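 active = activation above its plate's cutoff, the mean activation of sample wells plus 3 SD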; also: some results filed as inactive read as strong as hits
M4 antag = CHRM4 antagonism in calcium assay; P08173; CHO-hM4 cells, ACh EC80, Fluo-8 calcium fluorescence; inhibition, % at 3 µM; actives 0.73% (n = 360,000); AID 624125;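 active = inhibition above its plate's cutoff, the mean inhibition of sample wells plus 3 SD, cut at about 27% in these data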;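 also: 0% = acetylcholine EC80 with DMSO and 100% = DMSO without agonist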
CHRM5 agonist = agonists of human muscarinic M5 receptor (CHRM5). P08912. CHO-K1 hM5 cells, Fluo-8 calcium fluorescence; 0% DMSO wells, 100% maximal acetylcholine response. activation, % at 3 µM. actives 0.19% (n = 360,000). AID 624037;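 active = activation above the run's mean over test compounds plus 3 SD, cut at about 23% in these data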;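 also: signal is peak over basal fluorescence ratio across the kinetic read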
CHRM5 PAM = positive allosteric modulators of human muscarinic M5 receptor. CHO-K1 hM5, Fluo-8 calcium, ACh EC20 PAM; 0% = ACh EC20, 100% = ACh EC100. activation, % at 3 µM. actives 0.3% (n = 360,000). AID 624038;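 active = activation above the run cutoff, the mean activation of all test compounds plus 3 SD, cut at about 18% in these data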
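System: CHO-K1 hM5 cells. Reagent: acetylcholine, EC20 level. Compound dosing: single dose, 3 µM nominal final test concentration. Timing: Post-acetylcholine fluorescence recording 140 s. Detection: Fluo-8 calcium fluorescence. Read-out: % activation, ACh-normalized. Benchmarks: ACh EC20 and EC100 wells. Repeats: singlicate, one well per test compound.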
CHRM5 antagonist = blocks acetylcholine activation of human M5 receptor; P08912; CHO-hM5 cells, Fluo-8 calcium fluorescence, ACh EC80; actives 0.59% (n = 360,000); inhibition, % at 3 µM;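 active = inhibition above a per-plate cutoff, the mean of that plate's test compounds plus 3 SD, cut at about 27% in these data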;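 also: 0% = acetylcholine EC80 with DMSO and 100% = DMSO without agonist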
IDE cell inh = inhibitors of human insulin-degrading enzyme in cells; HEK cells, FAbetaB cleavage, fluorescence polarization; inhibition, % at 5.59 µM; actives 0.41% (n = 320,000); AID 434962;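 active = percent inhibition above the average of all tested compounds plus 3 SD, set per screening campaign, cut at about 16% in these data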;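 also: IDE supplied by intact live HEK cells; FP after avidin binding of uncleaved biotin substrate so inhibition keeps polarization high; 0% = DMSO wells and 100% = 60 µM reference IDE inhibitor Ii1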
Target sequence (P14735 whole entry, looked up): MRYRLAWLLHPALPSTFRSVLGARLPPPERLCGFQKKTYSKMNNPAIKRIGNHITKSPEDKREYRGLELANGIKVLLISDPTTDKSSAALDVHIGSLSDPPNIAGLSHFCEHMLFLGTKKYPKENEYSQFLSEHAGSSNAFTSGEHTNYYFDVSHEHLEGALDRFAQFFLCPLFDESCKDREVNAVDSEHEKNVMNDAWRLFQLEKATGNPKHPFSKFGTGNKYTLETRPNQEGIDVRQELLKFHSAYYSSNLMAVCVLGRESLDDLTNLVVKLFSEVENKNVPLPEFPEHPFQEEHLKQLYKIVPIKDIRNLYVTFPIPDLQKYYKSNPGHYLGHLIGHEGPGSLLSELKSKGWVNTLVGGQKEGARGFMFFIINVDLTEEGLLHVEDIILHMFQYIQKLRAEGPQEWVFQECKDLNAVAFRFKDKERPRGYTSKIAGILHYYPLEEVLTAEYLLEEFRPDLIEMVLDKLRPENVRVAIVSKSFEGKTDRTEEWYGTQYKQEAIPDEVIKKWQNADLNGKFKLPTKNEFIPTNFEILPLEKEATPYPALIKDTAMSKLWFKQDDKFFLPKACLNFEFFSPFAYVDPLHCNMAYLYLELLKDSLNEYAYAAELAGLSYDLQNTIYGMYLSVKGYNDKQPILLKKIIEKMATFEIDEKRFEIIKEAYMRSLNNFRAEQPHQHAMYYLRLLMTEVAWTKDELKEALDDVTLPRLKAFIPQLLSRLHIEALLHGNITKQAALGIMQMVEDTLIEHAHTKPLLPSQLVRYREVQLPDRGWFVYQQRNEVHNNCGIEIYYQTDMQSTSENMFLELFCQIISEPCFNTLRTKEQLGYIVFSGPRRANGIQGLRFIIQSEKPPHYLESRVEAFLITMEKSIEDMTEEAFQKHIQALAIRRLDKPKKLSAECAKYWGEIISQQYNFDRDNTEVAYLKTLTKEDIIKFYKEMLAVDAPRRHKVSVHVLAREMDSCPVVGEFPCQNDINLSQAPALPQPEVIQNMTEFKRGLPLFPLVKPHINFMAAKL
CRFR2-BP ag = CRF-BP/CRF-R2 complex agonism; HEK293 CRF-R2/CRF-BP, calcium dye fluorescence (FLIPR); percent of saturating CRF peptide response; activation, % at 13.2 µM; actives 0.46% (n = 350,000); AID 588473;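 active = activation of at least 50%, plus an integration ratio under a set limit after plate pattern correction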;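 also: plate controls were neutral control wells without compound for no effect and CRF at EC100 for full effect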
M4 ag = agonists of human muscarinic M4 receptor (CHRM4); P08173; CHO-K1 hM4/Gqi5, Fluo-8 calcium fluorescence; vehicle 0%, full acetylcholine response 100%; activation, % at 3 µM; actives 0.14% (n = 360,000);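 active = activation above the run mean over all test wells plus 3 SD, cut at about 32% in these data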;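 also: peak over basal fluorescence ratio per well then scaled between controls; 0% = DMSO wells and 100% = acetylcholine at EC100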
CRFR2-BP antag = CRF-BP/CRF-R2 complex antagonism. HEK293 CRF-R2/CRF-BP, CRF-induced calcium fluorescence. inhibition, % at 11.8 µM. actives 0.59% (n = 350,000). AID 588475;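 active = inhibition of the ligand-induced calcium signal above about 50% at the single tested concentration, limit read from the data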
Numbers without * were called inactive; nt = not tested or not shown.

entry	SMILES	CHRM4 PAM	M4 antag	CHRM5 agonist	CHRM5 PAM	CHRM5 antagonist	IDE cell inh	CRFR2-BP ag	M4 ag	CRFR2-BP antag
1	CCC1=C(OC(=O)N(CC)CC)N2C(=O)OC(=NCC3CC3)[C@]2(Cc2ccccc2)[C@H]2C1=CC[C@H]1C(=O)NC(=O)[C@H]12	18	-13	-1	-4	2	-5	0.1	3	-5
2	CCC(CC)c1nnc(NC(=O)Cc2ccccc2[N+](=O)[O-])s1	2	-3	12	-1	-4	3	7.2	7	-26
3	Cc1noc(COc2ccccc2OCC(O)CNC(C)(C)C)n1 (stereo unspecified)	4	-2	-6	2	-10	-4	-1.8	2	32
4	COc1ccccc1Cn1c(=O)oc2ccc(C)cc21	1	-1	-6	-6	5	-5	-2.2	-2	-17
5	Cc1cccc(C)c1NC(=O)C(C1CC1)n1c(=O)c(-c2cc3ccccc3[nH]2)nc2ccccc21 (stereo unspecified)	4	-10	6	13	-10	nt	nt	2	nt
6	CN1CC2([N+](=O)[O-])CC=C(OCCO)C([N+](=O)[O-])(C1)C2 (stereo unspecified)	9	-8	1	3	4	4	0.9	1	19
7	CCCCCCCCCC[N+](C)(C)CC/C=C1/c2ccccc2Sc2ccc(Cl)cc21	-20	41*	-8	-19	60*	-13	9.3	-1	-50
8	Cc1c(C(=O)O)oc2ccc(S(=O)(=O)N3CCCC3)cc12	-4	2	-1	0	4	8	-0.5	1	13
9	O=C(O)CCCn1cc(NC(=O)c2c(F)cccc2F)cn1	4	1	-4	-4	4	1	-1.0	0	-3
10	CC1CCC/C(=N\NC(=O)c2ccncc2)C1 (stereo unspecified)	4	-4	0	-4	2	4	1.1	1	-3
11	Nc1ncnc(Nc2ccccc2Cl)n1	-5	-2	9	11	-1	3	-1.9	0	13
12	CS(=O)(=O)c1cccc(S(=O)(=O)N2CCCCCC2)c1	1	0	-3	-1	14	0	1.2	1	-18
13	CCOc1ccc(C(=O)NCc2ccccc2OC)cc1	20	-3	-5	0	-9	5	2.7	0	27
14	Cc1cc(NC(=O)CSc2ncc(CO)n2Cc2ccc(F)cc2)no1	-7	17	-2	0	2	-3	0.6	1	-2
15	COc1ccc(-c2ccc(CCC(=O)O)n2CC(=O)Nc2ccccc2C)cc1	-10	-1	1	-9	20	1	-1.1	17	9
16	CCOc1ccc(N=Nc2c(=O)[nH]n3c(=O)c4c([nH]c23)CCCC4)cc1	3	1	0	3	-9	-2	-5.6	0	51*
17	Cc1ccc(C)c(NC(=O)C2(C)CCN2C(C)C)c1 (stereo unspecified)	-3	5	0	0	2	nt	nt	-1	nt
18	O=C(c1cc(Cl)nc2ccccc12)N1CCN(S(=O)(=O)c2ccccc2[N+](=O)[O-])CC1	0	-2	1	7	-8	11	-1.2	2	6
19	COC(=O)c1ccc(CNC(=O)CSc2nnc(COc3ccccc3)n2C)o1	2	-8	-1	-11	5	0	-2.8	9	10
20	NC(=O)c1ccccc1NC(=O)CSc1cn[nH]n1	1	7	-1	7	1	3	0.6	1	6
21	NC(=O)C1CCCN(C(=O)c2ccc3c(c2)NC(=O)CS3)C1 (stereo unspecified)	4	1	4	0	-4	-2	0.1	1	-1
22	COC(=O)c1ccc(C(=S)N2CCCCC2)cc1	-10	-6	4	5	1	-1	-4.1	0	-5
23	O=C(c1ccc2c(c1)OCO2)N1CCN(c2ccccc2F)CC1	0	-9	-2	-5	-3	-1	-3.7	1	6
24	O=c1c2ccccc2nc2n1-c1ccccc1CCC2	10	0	0	-3	0	3	0.6	3	4
25	C=COCCn1c(-c2nonc2N)nc2ccccc21	8	15	-5	-5	11	-2	1.5	1	9
26	Cc1ccc(NC(=O)c2c(Cl)n(C)c3ccccc23)cc1	8	-5	-2	5	-2	0	0.4	-1	-1
27	CC(C)(C)c1ccc(C(=O)Nc2c3c(nn2C(C)(C)C)CS(=O)(=O)C3)cc1	-1	-2	-2	-6	12	0	0.1	4	-6
28	COc1ccc(-c2cc(C(=O)N3CCN(c4ccccn4)CC3)c3ccccc3n2)cc1	-26	27*	2	-17	25	3	0.6	16	-21
29	COc1cccc(OCC(=O)Nc2cc(Cl)ccc2Oc2ccccc2)c1	-7	1	-4	-6	6	7	0.3	0	-7
30	COCCNC(=O)C(=O)NCCN1CCOCC1	9	7	3	2	2	4	-0.2	1	-16
31	CCCc1ccc(C(=O)NNc2ccccc2F)cc1	-1	-4	-3	-3	12	9	-3.4	0	-9
32	Cc1ccsc1-c1n[nH]c(=S)n1C1CCCCC1	-6	6	-5	-4	3	0	-8.3	0	6
33	Cn1c(/C(C#N)=C(\O)COc2ccc3ccccc3c2)nc2ccccc21	-3	2	0	4	-4	5	-3.7	1	-3
34	COc1ccccc1NC(=O)C(=O)N(c1cccnc1)C(C(=O)NC(C)(C)C)c1ccccc1 (stereo unspecified)	-2	0	1	-1	-1	-6	-1.9	1	12
35	COc1ccc(Cl)cc1-n1c(=S)sc2c(=O)[nH]c(SCC(=O)NCCC(C)C)nc21	4	-12	0	0	2	nt	2.1	0	-4
36	Cc1ccc(C)c(NS(=O)(=O)c2cc(Br)cnc2N)c1	-6	1	-13	-3	0	-4	1.2	2	-17
37	COc1cccc(C(=O)/C=C2\Sc3ccccc3N2C)c1	-1	-6	-1	3	4	7	0.2	1	-2
38	COC(=O)Nc1nc2c(s1)CCCC2	-4	10	-6	2	-7	0	0.1	0	1
39	O=C(NCc1ccc(C(F)(F)F)cc1)C1CC(c2c(Cl)cccc2Cl)=NO1 (stereo unspecified)	10	-13	0	1	0	4	-1.1	6	-6
40	COc1cccc(NC(=S)NC(Cc2ccccc2)c2ccccc2)c1 (stereo unspecified)	-8	13	0	-8	8	nt	-0.4	7	84*
41	Nc1ccc(-c2nnc(-c3ccc(N)cc3)o2)cc1	3	1	-4	1	5	0	-0.5	0	-1
42	COc1ccc2nc(SCC(N)=O)[nH]c2c1	1	-15	-2	2	12	5	2.5	0	-9
43	O=C(NCc1ccccc1)Nc1nnc([C@@H]2C[C@H](O)[C@@H](CO)O2)s1	5	-10	-1	0	-4	nt	nt	0	nt
44	N#CCC1(O)C(=O)N(Cc2ccccc2)c2ccccc21 (stereo unspecified)	3	1	-1	2	-4	nt	nt	1	nt
45	CC(C)(C)c1nnc2sc(SCC(=O)N3CCc4ccccc43)nn2c1=O	3	-1	0	5	11	4	0.5	0	-11
46	Cc1cccc(C(=O)N[C@H](C(=O)Nc2cc(S(=O)(=O)N3CCCCC3)ccc2C)C(C)C)c1	-9	17	-7	-7	4	3	2.1	-1	15
47	O=C(COC(=O)c1ccc(NS(=O)(=O)c2cccs2)cc1)Nc1nc2c(F)c(F)c(F)cc2s1	2	4	6	-13	9	nt	2.6	2	3
48	Cc1cccc(NC(=S)NC2CC3CCCC(C2)N3CC(C)C)c1C (stereo unspecified)	-2	3	-3	-7	-4	-4	-1.3	1	-11
49	CCCS(=O)(=O)C(=C(Nc1ccc(OC)cc1)Nc1ccc(OC)cc1)S(=O)(=O)CCC	6	5	0	1	0	2	-1.4	-3	8
50	COc1ccc(CC(=O)NC2CC(C)(C)NC(C)(C)C2)cc1	-1	-1	-2	-4	1	-4	-0.5	-1	6
51	COc1ccc(CN(C(=O)COc2ccccc2)c2ccccc2C(=O)O)cc1	9	7	-1	12	2	3	-0.1	0	5
52	CSc1ccc(C#N)cc1NC(=O)c1ccc(Cl)cc1	12	1	-2	3	8	2	0.4	0	-15
53	Cc1ccc(NC(=O)NNC(=O)c2snnc2C)cc1	11	0	1	4	5	-4	-0.4	5	0
54	N#Cc1c(N)nc(SCc2ccccn2)c(C#N)c1-c1cccs1	8	8	4	-1	5	7	0.1	6	22
55	COC(=O)[C@H](CCSC)NC(=O)Cn1cnc2c(NCc3ccccc3)ncnc21	3	-5	4	-1	-5	nt	0.3	1	14
56	COc1ccc(C)cc1NC(=O)c1cc2c(=O)n3ccccc3nc2n1C	-2	-3	1	0	6	3	0.4	2	5
57	C[C@H]1CN([C@@H](C)CO)C(=O)CCCn2cc(nn2)CO[C@@H]1CN(C)S(=O)(=O)c1cccc(C#N)c1	6	-8	0	-2	-3	nt	-0.1	3	37
58	Cc1ccc([N+](=O)[O-])cc1-c1[nH]c(-c2ccc(O)c(O)c2)nc1-c1ccccc1	1	9	3	4	-2	0	-2.9	-1	-39
59	COC(=O)NNC(=O)c1ccc(Cl)cc1Cl	-3	3	1	1	-2	0	-0.9	0	8
60	Cc1ccccc1C(=O)NNC(=O)c1cc(N)cc([N+](=O)[O-])c1	3	0	-3	-1	6	-2	-2.1	1	0

An excerpt from above in order of the CRFR2-BP ag value, falling.
no.	SMILES	CRFR2-BP ag
26	Cc1ccc(NC(=O)c2c(Cl)n(C)c3ccccc23)cc1	0.4
60	Cc1ccccc1C(=O)NNC(=O)c1cc(N)cc([N+](=O)[O-])c1	-2.1
19	COC(=O)c1ccc(CNC(=O)CSc2nnc(COc3ccccc3)n2C)o1	-2.8

(more compounds)
entry	SMILES	CHRM4 PAM	M4 antag	CHRM5 agonist	CHRM5 PAM	CHRM5 antagonist	IDE cell inh	CRFR2-BP ag	M4 ag	CRFR2-BP antag
61	Cc1nn(-c2ccccc2)c(C)c1/C=N/NC(=O)c1cc(C(C)(C)C)[nH]n1	0	-7	0	-7	6	-4	-0.9	5	4
62	COc1ccc(N2CCN(S(=O)(=O)c3c(C)nc4scc(C)n4c3=O)CC2)cc1	-8	-15	-2	-3	12	3	-1.9	5	6
63	CCc1noc(C)c1C(=O)OCC(=O)Nc1c(F)cccc1F	4	-6	2	10	-8	1	-1.0	0	9
64	Cc1ccc(NC(=O)CN(C)C(=O)c2cc(S(=O)(=O)N(C)C)ccc2N2CCCC2)cc1	0	-11	-3	6	-17	3	-0.6	4	-5
65	C#CCNC(=O)C[C@@H]1C[C@@]2(C(=O)OCC)CCCC=C2N(CCCCCCCC)C1=O	4	-8	-4	4	10	nt	nt	-1	nt
66	Cc1ccsc1CNC(=O)C1(C)CCCN1CC(C)C (stereo unspecified)	8	-2	-1	-4	-5	nt	nt	0	nt
67	CCCC(=O)NC(c1ccccc1OC)c1ccc2cccnc2c1O (stereo unspecified)	0	-6	0	1	-2	-3	-2.0	2	14
68	C#CCOCCOCCOCCNc1nc(N2CCN(C(=O)CCCCCCCCCCNC(=O)Cn3cc(CCCCCN)nn3)CC2)nc(N2CCN(C(=O)CCCCCCCCCCNC(=O)[C@H]([C@@H](C)CC)n3cc(CCCCN=C(N)N)nn3)CC2)n1	-15	41*	-9	-16	14	4	31	-1	-110
69	CCOC(=O)C1CCN(C(=O)c2cc3c(=O)n4ccccc4nc3s2)CC1	-5	5	1	-5	12	0	1.4	2	-7
70	Cc1ccc(Cc2c(-c3ccco3)nc3ccc(C)cn23)cc1	-2	5	-4	0	-1	nt	nt	0	nt
71	CN(C)CCCN=Cc1c(-c2ccccc2)[nH]n(-c2nc3ccccc3s2)c1=O	6	-2	1	-5	9	-5	0.8	0	-21
72	Cc1ccc(-n2[nH]c(C)c(C=Nc3ccc4[nH]c(=O)[nH]c4c3)c2=O)cc1C	16	14	0	-4	-2	-7	1.4	1	3
73	CCn1c(CN2CCN(Cc3ccc(C)cc3)C(CCO)C2)nc2ccccc21 (stereo unspecified)	9	-22	-14	9	-4	-1	0.0	3	-19

Assay outcomes deposited in PubChem BioAssay by several laboratories.
